TDP1 cell CPT – growth inhibition of DT40 Tdp1-/-;hTDP1 cells with camptothecin (screen for TDP1 inhibitors); Potency, µM (top dose mostly 46.2 µM), without a hit: at the top dose activity change, negative = growth inhibition, usual class: inhibitors; AID 686979; chicken DT40 Tdp1-/-;hTDP1 cells + 20 nM CPT, ATP luminescence, 48 h; 420,000 tested, 12% active; further: nearly all actives have a fitted effect of over 55% in size
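Chicken DT40 Tdp1-/- cells stably complemented with human TDP1 were seeded at 400 cells/well in medium containing 20 nM camptothecin, exposed to pin-transferred compounds, and grown at 37 °C for at least 48 hr. Viability was read as ATP luminescence.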
TDP1 cell noCPT – qHTS for Inhibitors of human tyrosyl-DNA phosphodiesterase 1 (TDP1): qHTS in cells in absence of CPT. DT40 Tdp1-/- hTDP1 cells, no CPT, ATP luminescence, 48 h. Potency, µM (doses to about 46.2 µM), inactives show top-dose activity change, negative = growth inhibition, actives largely listed as inhibitors. 420,000 tested, 15% active; further: nearly all actives have a fitted effect of over 55% in size
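Growth of hTDP1-complemented DT40 Tdp1-knockout cells is measured by ATP luminescence after at least 48 hr compound exposure at 37 °C, with DMSO substituting for the 20 nM CPT used in the parallel screen.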
TDP1 inh – TDP1 (human) enzyme inhibition. 350,000 tested, 0.28% active. Q9NUW8. Potency, µM (series often up to 130 µM), without a hit: at the highest dose activity change, negative = inhibition, actives largely listed as inhibitors. recombinant TDP1, AlphaScreen DNA substrate cleavage; further: nearly all actives have a fitted effect of over 40% in size
Target sequence (Q9NUW8 whole entry, looked up): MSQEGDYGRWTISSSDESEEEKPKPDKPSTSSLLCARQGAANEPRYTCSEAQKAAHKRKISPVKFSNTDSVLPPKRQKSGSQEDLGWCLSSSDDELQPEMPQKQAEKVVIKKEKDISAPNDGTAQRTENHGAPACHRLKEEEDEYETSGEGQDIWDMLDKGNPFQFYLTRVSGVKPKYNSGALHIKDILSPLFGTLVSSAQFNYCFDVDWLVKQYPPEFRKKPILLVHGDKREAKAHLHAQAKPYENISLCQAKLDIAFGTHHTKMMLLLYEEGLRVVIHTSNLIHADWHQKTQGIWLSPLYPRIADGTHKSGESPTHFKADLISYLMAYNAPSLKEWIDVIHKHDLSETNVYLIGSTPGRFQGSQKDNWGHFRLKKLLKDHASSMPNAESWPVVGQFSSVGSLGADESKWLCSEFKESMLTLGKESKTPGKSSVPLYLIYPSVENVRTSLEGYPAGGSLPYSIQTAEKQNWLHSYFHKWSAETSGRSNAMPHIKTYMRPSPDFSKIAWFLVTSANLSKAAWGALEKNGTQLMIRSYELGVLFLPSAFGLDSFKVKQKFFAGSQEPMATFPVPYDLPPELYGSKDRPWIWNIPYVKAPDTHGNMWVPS
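Recombinant human Tdp1 (E. coli-expressed, 1 nM final) preincubated with compounds 15 min at room temperature, then 5'-biotin/3'-phosphotyrosine-FITC DNA substrate (15 nM final) added for 5 min. AlphaScreen beads (10 ug/ml final) added 10 min; cleavage lowers signal.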
* hit, by the source's call; ? = inconclusive; . = no result given; & = joins results of further samples; [ ] = another dose, or the depositor's remark. The call rests on the fitted dose curve; in most records, active means well fitted curve in the direction sought with a large enough effect; inconclusive means small, poorly fitted or top-dose-only effect, or another doubt; inactive means no such curve, though single readings can be large; an effect the other way counts as inactive or inconclusive. On the % scale 0 is the no-effect control and ±100 the full control effect; potency means the concentration at half of the fitted maximal effect.

Sample of the layout (four entries):
Screens in order: TDP1 cell CPT | TDP1 cell noCPT | TDP1 inh
CCCCn1c(SCC(=O)N2CCCC2)nc2c1c(=O)n(C)c(=O)n2C
    -10% | -2% | 5%
Cc1c(NC(=O)C(C)OC(=O)CNC(=O)c2ccc(C(C)(C)C)cc2)c(=O)n(-c2ccccc2)n1C (stereo not given)
    -26% | 4% | 4%
COc1ccccc1CCCNC(=O)C1CCC(=O)N(CCc2ccc(Cl)cc2)C1 (stereo not given)
    18µM* | 23µM* | 2%[56.1 µM]
COc1ccc(NC(=O)CSc2nnc3ccc(-c4cccnc4)nn23)cc1
    -11% | -20% | .

The listing, from the start:
Screens in order: TDP1 cell CPT | TDP1 cell noCPT | TDP1 inh
CCCCn1c(SCC(=O)N2CCCC2)nc2c1c(=O)n(C)c(=O)n2C
    -10% | -2% | 5%
Cc1c(NC(=O)C(C)OC(=O)CNC(=O)c2ccc(C(C)(C)C)cc2)c(=O)n(-c2ccccc2)n1C (stereo not given)
    -26% | 4% | 4%
COc1ccccc1CCCNC(=O)C1CCC(=O)N(CCc2ccc(Cl)cc2)C1 (stereo not given)
    18µM* | 23µM* | 2%[56.1 µM]
COc1ccc(NC(=O)CSc2nnc3ccc(-c4cccnc4)nn23)cc1
    -11% | -20% | .
COc1ccc(Cc2nc(-c3ccc(Br)cc3)no2)cc1
    -9% | -9% | .
CSCC[C@H](N)C(=O)N1CCC(C(=O)N[C@H](C(=O)NCc2ccccc2F)C(C)C)CC1
    20% | 8% | .
Cc1c(NC(=O)C(C)OC(=O)c2cccc([N+](=O)[O-])c2)c(=O)n(-c2ccccc2)n1C (stereo not given)
    18% | -4% | 1%
CC(=O)Nc1ccc(S(=O)(=O)N(C)CC(=O)Nc2ccc(Br)cc2F)cc1
    -18% | ? | .
COc1cc2c(cc1OC)C1(CCCC1)CNC2c1cccc([N+](=O)[O-])c1 (stereo not given)
    -4% | ? | 5%
CCCNC(=O)C(C)n1nc(C)c2c(C)n(-c3ccccc3)nc2c1=O (stereo not given)
    0% | 8% | -8%
O=C1C=C(Nc2cccc(O)c2)CC(c2ccco2)C1 (stereo not given)
    9% | -7% | -10%
O=C1N(Cc2ccc(F)cc2Cl)c2ccccc2C12OCCCO2
    ? | ? | -4%
Cc1ccc2c(c1)NC(=O)[C@@]1(C)[C@@H](c3ccccc3)[C@H]3COc4ccc(Cl)cc4[C@@H]3N1C2=O
    26µM* | ? | 1%
CCc1nnc(NS(=O)(=O)c2ccc(NC(=S)Nc3ccc(F)cc3)cc2)s1
    3% | -13% | 0%
CC(C)N1CCC(=O)NC1=O
    20% | -1% | .
Cc1cc(C)c2c(CC(=O)NNC(=O)c3ccccc3)coc2c1
    5% | 8% | 4%
COCCCNC(=O)c1ccc([N+](=O)[O-])cc1
    -29% | -12% | -1%
CC(=O)Nc1ccc(NC(=O)COC(=O)Cc2cccs2)cc1
    ? | -20% | 2%
O=C(Nc1ncn[nH]1)c1cccc(F)c1
    10% | -8% | 0%
N=C1C(c2nc3ccccc3s2)=C(O)CN1NC(=O)c1ccc([N+](=O)[O-])cc1
    21µM* | 23µM* | -8%
Cc1noc(C)c1NC(=O)N(C)C[C@H]1Oc2ccc(NC(=O)Nc3ccccc3)cc2C(=O)N([C@H](C)CO)C[C@@H]1C
    9% | -1% | 1%
O=C(Nc1cccc(F)c1)C1CCCN(C(=O)c2ccc(Cl)cc2)C1 (stereo not given)
    21µM* | 18µM* | 1%
CCOC(=O)C1=CC[C@]2(C)c3c(c4ccccc4n3C)C(=O)C1N2C
    -22% | -13% | -1%
CCOC(=O)[C@]12CCC=C1N(Cc1ccco1)C(=O)[C@H](CC(=O)NCC13CC4CC(CC(C4)C1)C3)C2
    ? | ? | .
O=S(=O)(NCCNc1nccc(C(F)(F)F)n1)c1ccccc1
    -9% | -4% | .
COc1cccc(-n2c(Cn3nc(C(F)(F)F)cc3C)n[nH]c2=S)c1
    -2% | -17% | 5%
CCOCCc1nn2c(=O)cc(COC(=O)c3ccc(NC(=O)c4cccs4)cc3)nc2s1
    -7% | ? | -1%
Cc1ccc(-c2nc(CS(=O)(=O)CC(=O)NCc3ccccc3Cl)c(C)o2)cc1
    ? | ? | 2%
N[C@H](C(=O)O)c1cc(O)cc(O)c1
    ? | -8%&-8%&-11% | 4%[56.1 µM]
COC(=O)c1c(C)oc2cc(Br)c(OCC(=O)C(C)(C)C)cc12
    -17% | -21% | 1%
Cc1ccc(N2CN(Cc3ccco3)CNC2=S)c(C)c1
    22% | 2% | 4%
Cc1csc(NC(=O)CSc2nc(=O)n(CCN(C)C)c3c2CCCC3)n1
    3% | -6% | 5%
COc1cccc2nc3cc(C)c(C)cc3nc12
    13µM* | 18µM* | 0%
CCOc1cc(/C=C2\NC(=S)N(C)C2=O)ccc1OCc1ccc(C(=O)O)cc1
    -7% | -26% | .
CC(C)Cn1c(N)c(C(=O)COC(=O)c2ccc(F)cc2)c(=O)n(C)c1=O
    ? | ? | 6%
COc1ccc(OCc2ccc(-c3nc(C#N)c(N4CCN(C)CC4)o3)o2)cc1
    ? | 15µM* | 10%
CCOC(=O)C1CCCN(S(=O)(=O)c2ccc3c(c2)N(C)C(=O)CC(=O)N3C)C1 (stereo not given)
    -3%&6% | 21%&-4% | 4%&6%
O=C(NCc1ccccn1)c1ccc(NS(=O)(=O)c2ccccc2)cc1
    -9% | -2% | 1%
CCCc1nnc(NC(=O)CCC(=O)Nc2ccc(Cl)cc2)s1
    -3% | 21% | 3%
O=C(NCCCCc1ccccc1)c1cccc(NC(=O)c2ccccc2)c1
    ? | ? | .

Look-ups from the entries so far:
Entry for CCCc1nnc(NC(=O)CCC(=O)Nc2ccc(Cl)cc2)s1 under TDP1 cell noCPT: 21%
Entry for CCOc1cc(/C=C2\NC(=S)N(C)C2=O)ccc1OCc1ccc(C(=O)O)cc1 under TDP1 cell noCPT: -26%
Entry for Cc1ccc(N2CN(Cc3ccco3)CNC2=S)c(C)c1 under TDP1 cell CPT: 22%
Entry for CC(C)Cn1c(N)c(C(=O)COC(=O)c2ccc(F)cc2)c(=O)n(C)c1=O under TDP1 inh: 6%
Entry for Cc1csc(NC(=O)CSc2nc(=O)n(CCN(C)C)c3c2CCCC3)n1 under TDP1 cell noCPT: -6%
Entry for COc1cccc2nc3cc(C)c(C)cc3nc12 under TDP1 cell noCPT: 18µM*

The listing continues.
Screens in order: TDP1 cell CPT | TDP1 cell noCPT | TDP1 inh
O=C(CN1C(=O)NC(c2ccccc2)(c2ccccc2)C1=O)NCc1ccco1
    5% | -11% | 4%
c1ccc(C[n+]2cccc3c4ccccc4ccc32)cc1
    3.7µM* | 3.7µM* | 5%
O=C(CSc1nnnn1-c1ccc(C(=O)O)cc1)NC1CC1
    4% | 25% | 5%
COc1ccc(OC)c(CNC(=O)C2CCN(S(=O)(=O)N3CCCC3)CC2)c1
    -18% | -7% | 4%
COc1cccc(Cn2c(NCc3cccnc3)nc3c2c(=O)n(C)c(=O)n3C)c1
    1µM* | 1µM* | 2%
O=C(COC(=O)Cc1ccc(Cl)c(Cl)c1)Nc1ccc2[nH]c(=O)[nH]c2c1
    4% | -4% | 5%
O=C(COc1ccc(F)cc1)OCc1cc(=O)n2nc(-c3cccs3)sc2n1
    -24% | ? | -10%
CCN1CCC(=NNC(=O)c2ccco2)CC1
    -16% | 3% | 8%
Nc1cccc2c1C(=O)N(Cc1cccc(Cl)c1)C2=O
    5% | -8% | -6%
Cc1ccc(S(=O)(=O)N(Cc2ccc(Cl)cc2)c2ccccc2C(=O)O)cc1
    9% | -21% | .
CCc1cc(=O)oc2c3c(cc(OCC(=O)NCCC(=O)O)c12)OC(C)(C)CC3
    0% | 5% | .
COc1ccc(-n2c(SCC(=O)Nc3nccs3)nnc2-c2ccccc2)cc1
    ? | ? | -10%
CCOc1ccc2nc(N(CCCN(C)C)C(=O)c3ccc(S(=O)(=O)N4CCc5ccccc5C4)cc3)sc2c1
    ? | ? | 4%
CCSc1nc(-c2ccccc2)c(-c2ccccc2)n1CC(O)CO (stereo not given)
    ? | ? | 0%
COc1ccc(C(CC(=O)c2ccccc2)S(=O)(=O)c2ccccc2)cc1 (stereo not given)
    23µM* | 18µM* | 8%
COc1ccc(NC(=S)N2CCNC(=O)C2CC(=O)Nc2cccc(Cl)c2C)cc1 (stereo not given)
    2% | -13% | 4%
CC(=O)c1cccc(NC(=S)NC(=O)c2ccc(C)cc2Cl)c1
    -8% | 0% | 2%
O=C(NCCC(=O)N(CCc1ccccc1)Cc1ccccc1)c1ccc(Br)cc1
    ? | 26µM* | .
CC12CCC(=O)N1C(C(=O)Nc1nc3ccc(F)cc3s1)CS2 (stereo not given)
    -15% | 10µM* | 0%
CN(c1nc(-c2ccccc2)cs1)C1CCS(=O)(=O)C1 (stereo not given)
    -2% | -25% | 9%

The closing two compounds of the section before open the next one.
Screens in order: TDP1 cell CPT | TDP1 cell noCPT | TDP1 inh
CC12CCC(=O)N1C(C(=O)Nc1nc3ccc(F)cc3s1)CS2 (stereo not given)
    -15% | 10µM* | 0%
CN(c1nc(-c2ccccc2)cs1)C1CCS(=O)(=O)C1 (stereo not given)
    -2% | -25% | 9%
CCS(=O)(=O)c1nc2ccccc2n1Cc1ccccn1
    -2% | 8% | 3%
O=C1Nc2ccccc2C(=O)N2C[C@@H](O)C[C@H]12
    30%[activator] | 3% | .
O=C(Nc1ccc2cccnc2c1)c1ccc(Br)cc1
    -13% | ? | .
CCOC(=O)C(C(=O)Nc1ccccn1)C1CCCCC1 (stereo not given)
    1% | 5% | 6%
C/C=C(\C)C(=O)OC(C)(C)[C@@H]1Cc2cc3ccc(=O)oc3cc2O1
    ? | ? | -5%
CCC(=O)N1CCc2cc(S(=O)(=O)CCC(=O)Nc3ccc(C)c(F)c3)ccc21
    -21% | -12% | -2%[56.1 µM]
O=C(NCCCc1ccccc1)C(=O)c1c[nH]c2ccccc12
    ? | -16% | 3%
CC(C)CCc1noc(CN2CCC(C(=O)N3CCOCC3)CC2)n1
    -17% | 8% | .
COc1ccc(Cc2nc(-c3cccnc3)no2)cc1OC
    -30% | -26% | 2%
CC1=C(C)C(=O)N(c2ccc(C(=O)O)cc2)C1=O
    -13% | -13% | -3%

Results in TDP1 cell CPT and TDP1 inh, for five of the compounds above:
SMILES | TDP1 cell CPT | TDP1 inh
CCS(=O)(=O)c1nc2ccccc2n1Cc1ccccn1 | -2% | 3%
N=C1C(c2nc3ccccc3s2)=C(O)CN1NC(=O)c1ccc([N+](=O)[O-])cc1 | 21µM* | -8%
O=C1N(Cc2ccc(F)cc2Cl)c2ccccc2C12OCCCO2 | ? | -4%
COc1cccc(Cn2c(NCc3cccnc3)nc3c2c(=O)n(C)c(=O)n3C)c1 | 1µM* | 2%
COc1cccc2nc3cc(C)c(C)cc3nc12 | 13µM* | 0%

(more compounds)
Screens in order: TDP1 cell CPT | TDP1 cell noCPT | TDP1 inh
Cc1ccc(-c2nc(CNC(=O)Nc3ccccc3)c(C)o2)cc1
    ? | ? | -1%
CC(=O)NC(c1ccc(F)c(F)c1)c1nc(-c2ccc3c(c2)OCO3)cs1 (stereo not given)
    ? | ? | .
CN(/N=C/c1ccc2c(c1)OCO2)c1ccccc1
    -5% | 3% | 2%
Cc1cccc(N2CCN(Cc3cn(C)nc3-c3ccccc3F)CC2)n1
    1.8µM* | 2.6µM* | 3%
CCCCNC(=O)c1ccc2nc(-c3cccs3)c(-c3cccs3)nc2c1
    ? | 20µM* | 0%
O=C(COc1ccccc1Cl)NCc1nc(-c2ccccc2)no1
    -15% | -8% | 4%
O=C(Nc1ccc(OCC(=O)N2CCN(S(=O)(=O)c3ccccc3)CC2)cc1)c1ccco1
    -21% | -22% | 10%
Cc1ccccc1Cn1c(C(C)O)nc2ccccc21 (stereo not given)
    ? | ? | 6%
CCn1c(SCC(=O)c2cccs2)nnc1-c1ccco1
    -8% | ? | 6%

Source: PubChem BioAssay (National Center for Advancing Translational Sciences (NCATS))
